# FXIa inh 1536: human FXIa protease inhibitors, primary screen, biochemical, 1536-well. Coagulation factor XI (Homo sapiens), P03951. purified FXIa, Boc-Glu-Ala-Arg-AMC fluorogenic substrate. inhibition, % at 5 µM. 0.14% of 220,000 active. AID 798, 2007;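 active means inhibition of at least 40%; inactive means inhibition below 40%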;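 further: fluorescence of freed AMC excited at 355 nm; 0% = enzyme without compound and 100% = no enzyme blank; many of its hits are not listed in these tables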
# KLK5 inh: human KLK5 protease inhibitors, primary screen, biochemical, 1536-well; Kallikrein-5 (Homo sapiens), Q9Y337; recombinant hK5, fluorogenic AMC substrate cleavage; inhibition, % at 5 µM; 0.59% of 210,000 active;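 active means inhibition of 40% or more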;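 further: 0% = enzyme controls without compound and 100% = no-enzyme blanks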
# Target sequence (Q9Y337 67-293 limits assumed): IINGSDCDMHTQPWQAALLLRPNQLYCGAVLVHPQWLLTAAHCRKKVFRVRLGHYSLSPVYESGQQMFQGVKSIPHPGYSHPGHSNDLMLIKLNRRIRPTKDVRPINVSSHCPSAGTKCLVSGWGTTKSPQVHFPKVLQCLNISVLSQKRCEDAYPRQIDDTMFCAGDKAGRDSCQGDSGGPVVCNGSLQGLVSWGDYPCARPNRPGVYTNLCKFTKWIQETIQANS
# 14-3-3 Bad inh: inhibitors of 14-3-3 zeta/Bad binding, primary screen, biochemical, TR-FRET, bovine 14-3-3 zeta; 14-3-3 protein zeta/delta (Bos taurus), P63103; 0.71% of 220,000 active; AID 781, 2007; inhibition, % at 21.7 µM; TR-FRET 14-3-3zeta/Dy647-pBad peptide displacement, 1 h;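 active means inhibition above about 70%, limit read from the data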;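 further: 0% = full 14-3-3 plus peptide FRET controls and 100% = background without 14-3-3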
# Target sequence (P63103 whole entry, looked up): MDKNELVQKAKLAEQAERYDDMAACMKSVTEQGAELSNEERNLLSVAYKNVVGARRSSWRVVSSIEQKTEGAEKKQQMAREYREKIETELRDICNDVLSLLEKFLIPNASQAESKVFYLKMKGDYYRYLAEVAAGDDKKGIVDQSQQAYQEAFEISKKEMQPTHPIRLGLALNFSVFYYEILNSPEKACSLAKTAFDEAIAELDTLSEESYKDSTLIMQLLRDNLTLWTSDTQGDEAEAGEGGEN
# Runt-CBFb FRET: inhibitors of RUNX1 Runt–CBFb binding, primary screen, biochemical, FRET, Cerulean-Runt, Venus-CBFb, uHTS; Runt-related transcription factor 1 (Homo sapiens) + Core-binding factor subunit beta …; Cerulean-Runt/Venus-CBFb FRET ratio 530/480, 1 h; inhibition, % at 20 µM; 0.46% of 220,000 active;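 active means inhibition over about 50% at 20 µM in the single-dose screen, limit read from the data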;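 further: 0% = DMSO wells and 100% = excess unlabeled CBFb competitor control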
#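 Assay system: Cerulean-Runt domain fusion protein, energy donor; Signal: fluorescence energy transfer, 422 nm excitation, 530/480 nm emission; Timing: 1 h compound exposure, room temperature; Control set: unlabeled CBFb; Medium: Tris buffer pH 7.5 with salts and BSA; Compound: single test concentration of 20 µM, 1% DMSO final; Probe or stimulus: Venus-CBFb 100 nM.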
# FXIIa inh: human FXIIa protease inhibitors, primary screen, biochemical, 1536-well; 0.3% of 220,000 active; Coagulation factor XII (Homo sapiens), P00748; AID 800, 2007; purified FXIIa, Boc-QGR-AMC fluorogenic substrate, 2 h; inhibition, % at 5 µM; in the data active means inhibition above about 40%;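 further: 0% = enzyme with no compound and 100% = blank without enzyme; many of its hits are not listed in these tables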
# Runt-SMMHC FRET: inhibitors of RUNX1 Runt–CBFb-SMMHC binding, primary screen, biochemical, FRET, Cerulean-Runt, Venus-CBFb-SMMHC, uHTS; 0.74% of 220,000 active; AID 1434, 2008; Runt-related transcription factor 1 (Homo sapiens) + Core-binding factor subunit beta …; inhibition, % at 20 µM; Cerulean-Runt/Venus-CBFb-SMMHC FRET ratio 530/480, 1 h;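 active means mean inhibition across duplicate retests at 20 µM reaching about 50%, limit read from the data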;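 further: 0% = DMSO wells and 100% = wells with excess untagged CBFb-SMMHC; inhibitors lower the FRET ratio by blocking Runt binding to CBFb-SMMHC; some results filed as inactive read as strong as hits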
# thrombin 1536: human alpha-thrombin inhibitors, primary screen, counter-screen for coagulation protease inhibitor project, biochemical, 1536-well, fluorogenic AMC substrate. AID 1046, 2008. inhibition, % at 5 µM. 0.26% of 220,000 active. Boc-VPR-AMC fluorogenic substrate cleavage. Prothrombin (Homo sapiens), P00734;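 active means inhibition at or above 40%; inactive means inhibition below 40%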;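 further: 0% = enzyme with no compound and 100% = wells without enzyme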
#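 System: human alpha-thrombin protein; Compound dosing: one concentration per compound, 5 µM, with 0.2% DMSO; Timing: reaction at room temperature; Technique: AMC fluorescence, 355/460 nm; Controls: enzyme without compound as high, wells lacking enzyme as low.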
# Wee1 degr inh: Wee1 degradation inhibitors, primary screen, cell-based, HeLa, Wee1K328M-luciferase, luminescence; Wee1-like protein kinase (Homo sapiens), P30291; HeLa Luc-Wee1K328M stability; 100% = proteasome inhibitor MG132 effect; reporter increase, % at 5 µM; 1.2% of 220,000 active; AID 1321, 2008;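 active means activation above the mean of all tested compounds plus 3 SD, set per screening run, cut at about 8.8% in these data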;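 further: cells exposed to compound for 20 h before luminescence read; 0% = DMSO alone and 100% = MG132 at 30 µM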
# Hck-Nef inh: inhibitors of Nef-activated human Hck kinase, primary screen, biochemical, Z-Lyte FRET, 384-well, Hck-YEEI. Tyrosine-protein kinase HCK (Homo sapiens), P08631. Recombinant Hck-YEEI plus Nef, Z-Lyte FRET kinase assay. inhibition, % at 20 µM. 0.68% of 220,000 active. AID 463187, 2010;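 active means Hck-Nef kinase inhibition above about 50%, limit read from the data; inactive means inhibition below that limit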;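 further: 0% = DMSO with Hck plus Nef and 100% = Hck alone without Nef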
# Target sequence (P08631 whole entry, looked up): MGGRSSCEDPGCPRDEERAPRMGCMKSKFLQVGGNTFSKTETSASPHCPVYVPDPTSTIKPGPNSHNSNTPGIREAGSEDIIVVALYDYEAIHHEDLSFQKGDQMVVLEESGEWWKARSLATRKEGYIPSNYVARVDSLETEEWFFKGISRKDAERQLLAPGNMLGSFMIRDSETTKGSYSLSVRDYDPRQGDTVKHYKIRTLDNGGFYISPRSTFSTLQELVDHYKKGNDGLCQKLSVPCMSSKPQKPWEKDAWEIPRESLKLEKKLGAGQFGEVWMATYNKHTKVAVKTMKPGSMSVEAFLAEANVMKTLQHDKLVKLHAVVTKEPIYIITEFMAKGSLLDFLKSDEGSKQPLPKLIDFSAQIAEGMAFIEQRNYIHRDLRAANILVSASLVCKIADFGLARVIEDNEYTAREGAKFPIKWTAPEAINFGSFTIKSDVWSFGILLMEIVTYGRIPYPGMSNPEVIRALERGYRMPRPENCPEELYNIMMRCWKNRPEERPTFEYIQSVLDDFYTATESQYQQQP
# * = called active by the depositor; / = no result given; [ ] = another dose, or the depositor's remark.
Structure,Runt-SMMHC FRET,Runt-CBFb FRET,14-3-3 Bad inh,thrombin 1536,FXIa inh 1536,KLK5 inh,FXIIa inh,Wee1 degr inh,Hck-Nef inh
CCNC(=O)Cn1c(=O)c(=O)n(Cc2ccccc2)c2ccc(Cl)cc21,-6,1,-6,-1,7,-3,0,-1,1
C=CCn1c(Oc2ccc(C(=O)OC)cc2)nc2c1c(=O)n(C)c(=O)n2C,0,-1,2,1,1,-19,10,-2,1
CC(C)Oc1ccc(C(=O)Nc2cccc3cccnc23)cc1,2,-1,-3,-6,-1,4,10,4,25
Cc1ccc(OCc2ccc(C(=O)Nc3nccs3)o2)cc1C,2,0,-4[fluorescence artefact?],2,2,1,7,1,0
O=C(NNC(=O)c1cc(C(F)(F)F)cc(C(F)(F)F)c1)c1ccc(Cl)cc1,2,2,-3,1,-4,13,3,0,4
O=C1N(Cc2cccc(Cl)c2)C[C@@H]2C[C@@H](c3ccccn3)N3CCC[C@@]123,-1,2,4,-8,5,4,9,9.4*,13
C=CCn1c(SCC(=O)Nc2nc3ccccc3s2)nc(O)c(CC)c1=O,-1,3,-6,-3,0,1,3,0,13
CCN1CCN(C(c2cccs2)C(C)NC(=O)c2ccccc2)CC1 (stereo not drawn),-3,-3,11,-2,19,-10,22,-1,17
O=c1oc(/C=C/c2ccco2)nc2sc3c(c12)CCC3,-63,/,-4,4,6,-19,17,4,-1
CC(C)CNS(=O)(=O)c1ccc(CCC(=O)NC2CCCC2)cc1,0,-3,1,-2,-3,1,11,-2,-1
CC(C)CC1NC(=S)N(C2CCCCC2)C1=O (stereo not drawn),-5,0,3,2,8,-10,16,0,-1
COc1ccc(Cc2nc(N)nc(N)n2)cc1,0,-2,-10,-1,-2,-8,4,0,-1
CC(/C=C/c1ccccc1F)=N\NC(=O)c1cccc(F)c1,3,1,-14,-9,-2,-10,6,-1,18
COCCCNC(=S)N/N=C/c1ccc(OC)c(Br)c1,0,0,-3,-1,3,1,5,0,11
Cc1csc2ncc(C(=O)N3c4ccccc4CC3C)c(=O)n12 (stereo not drawn),1,2,-3,-3,6,-22,13,-3,3
CC(=C/c1ccccc1)/C=N/NC(=O)c1ccccn1,4,-1,-3,-6,2,1,11,32*,23
O=C(COc1ccc(Br)cc1Cl)Nn1cnnc1,0,-2,-10,-22,-3,-3,4,-3,20
O=C(NCCCN1CCOCC1)[C@@H]1CSC2c3ccccc3C(=O)N21 (stereo partly drawn),1,-1,4,2,1,-13,5,2,6
O=C(NCC(c1cccnc1)N1CCOCC1)c1ccc2c(c1)OCO2 (stereo not drawn),2,1,6,9,7,-4,17,-4,0
O=C1CC(c2ccccc2)Cc2nc(NCc3ccco3)ncc21 (stereo not drawn),2,-1,-3,-2,2,1,22,0,7
CCCCCCCCCCCCC(=O)CCCCC(=O)O,-11,6,-19,-1,1,0,3,0,21
O=C1CC(c2ccco2)CC2=C1C1c3ccccc3C(=O)N1c1ccccc1N2 (stereo not drawn),-5,2,-5,-4,-3,8,-2,-2,0
Cc1cc(C)n(C(=O)/C=C/c2cccs2)n1,1,2,-4,-2,1,2,11,-3,9
CCCCN(CC)Cc1ccc(CNC(=O)Nc2ccc(Cl)cc2)o1,-1,-4,-45,1,1,/,11,-1,10
O=C(CCCCCN1C(=O)c2ccccc2C1=O)Nc1ccccc1,1,0,-13,-4,1,-14,-22,3,-2
Cn1cc(CN2CCC(O)CC2)c(-c2ccc(Oc3ccccc3)cc2)n1,-1,1,-5,11,11,/,28,0,-4
Cc1ccccc1OCC(=O)Nc1sc(C(=O)Nc2cccc(C)c2C)c(C)c1C#N,0,1,-10[fluorescence artefact?],5,-1,45*,13,1,1
Cc1cc(C(=O)OCC(=O)N2CC(=O)Nc3ccccc32)c(C)n1-c1ccc(F)cc1,-3,-3,8[fluorescence artefact?],-10,6,9,4,-1,0
CC(CO)NCC12CC3CC(CC(C3)C1)C2 (stereo not drawn),-2,1,-9,-10,-1,-5,2,1,16
CN1CCN(S(=O)(=O)c2ccc3c(c2)NC(=O)C2CCCN32)CC1 (stereo not drawn),-1,-1,-2,6,3,-19,15,-2,-1

# Some of these compounds in order of number of heavy atoms, rising:
Structure,Runt-SMMHC FRET,Runt-CBFb FRET,14-3-3 Bad inh,thrombin 1536,FXIa inh 1536,KLK5 inh,FXIIa inh,Wee1 degr inh,Hck-Nef inh
O=C(COc1ccc(Br)cc1Cl)Nn1cnnc1,0,-2,-10,-22,-3,-3,4,-3,20
CC(C)Oc1ccc(C(=O)Nc2cccc3cccnc23)cc1,2,-1,-3,-6,-1,4,10,4,25
O=C(NCC(c1cccnc1)N1CCOCC1)c1ccc2c(c1)OCO2 (stereo not drawn),2,1,6,9,7,-4,17,-4,0

# More structures:
Structure,Runt-SMMHC FRET,Runt-CBFb FRET,14-3-3 Bad inh,thrombin 1536,FXIa inh 1536,KLK5 inh,FXIIa inh,Wee1 degr inh,Hck-Nef inh
Cc1sc2nc(CSc3n[nH]c(N)n3)[nH]c(=O)c2c1C,-2,33,-9,1,5,7,8,7,21
COC(=O)C(O)(CC(=O)Nc1cccc(SC)c1)C(F)(F)F (stereo not drawn),2,-2,9,4,6,4,29,0,7
CCS(=O)(=O)N1CCCC(C(=O)N2CCc3ccccc3C2)C1 (stereo not drawn),-3,2,4,-1,-21,7,11,-2,-1
Cc1ccc(S(=O)(=O)Nc2nonc2C)cc1,-4,0,1[fluorescence artefact?],6,3,-4,15,3,0
CC1CCCC(C)N1C(=S)SCC(=O)O (stereo not drawn),1,1,-3,-13,-5,-3,3,-1,-5
Cc1nn(-c2ccccc2)c(Cl)c1C(=O)N1CCN(C)CC1,0,-2,-7,-6,-2,6,7,1,17
CCn1c(C)cc(/C=C2/NC(=O)N(Cc3ccccc3F)C2=O)c1C,3,-2,-15,1,8,-7,11,4,6
Cc1cccc(C)c1NC(=S)N/N=C/c1ccc(C(=O)O)cc1,-2,0,-8,24,28,36,33,1,-7
Nc1nnc(CC(=O)N/N=C/c2ccc([N+](=O)[O-])cc2)s1,2,3,-2,-2,-1,-1,10,0,16
CO/N=C(/CS(=O)(=O)c1ccc(C)cc1)c1ccc(OC)cc1,-3,2,-7,1,2,-4,12,2,0
CCOC(=O)N1CCN(Cc2nc3ccc([N+](=O)[O-])cc3c(=O)n2-c2cccc(OC)c2)CC1,10,1,-1,-1,-2,3,11,1,-48
CC(C)(C)c1nnc2sc(SCCN3C(=O)c4ccccc4C3=O)nn2c1=O,0,-1,0,1,3,-16,12,-4,0
CCOC(=O)c1cccnc1SCC(=O)NC(C)CC (stereo not drawn),-2,0,8,3,4,-24,15,-1,0
C#CCOCCOCCOCCNc1nc(N2CCN(C(=O)[C@H]([C@@H](C)CC)n3cc([C@@H](N)CO)nn3)CC2)nc(N2CCN(C(=O)[C@H](CCCCN)n3cc([C@@H](N)CC(C)C)nn3)CC2)n1,-2,-1,16,-3,-6,3,13,0,2
FC(F)(F)c1cccc(Cn2nnnc2-c2cccc(C(F)(F)F)c2)c1,-4,/,6,3,6,-1,22,-1,0
Cc1ccc(C(=O)NNC(=O)OC(C)(C)C)c(Cl)c1,-2,0,0,2,8,-9,18,-2,-1
Cc1occc1-c1nnc(SCC(=O)NCCc2ccccc2)n1C(C)c1ccccc1 (stereo not drawn),-5,-5,10,-3,2,-2,8,0,-3
O=C(NCc1ccccc1)N(Cc1nc2ccccc2c(=O)[nH]1)C1CCCC1,-2,1,-10,-1,-5,-5,12,0,2
COc1ccc(/C=N/NC(=O)CC(=O)NCc2cccnc2)c(OC)c1,4,0,-7[fluorescence artefact?],-7,-2,-9,11,0,2
Cc1cccn2c(/C=N/OCc3cccc(F)c3)c(-c3ccc(Cl)cc3)nc12,-2,-4,-2,1,6,-1,2,1,-2
Cc1cc(NC(=O)CCC2COc3ccccc3O2)no1 (stereo not drawn),-2,1,0,2,3,-15,17,2,13
CCOC(=O)C1=C(CSc2n[nH]c(N)n2)NC(=O)NC1C (stereo not drawn),1,0,9,-2,3,-2,8,2,-1
O=C(CCC(=O)N(CC(=O)NC1CCCC1)C1CCCCC1)Nc1ccccn1,/,/,-11,28,-1,-1,11,-3,18
O=C(NCc1ccco1)c1ccccc1-c1nc(-c2ccc(F)cc2)no1,1,2,3,5,9,-5,8,3,5
CC(C)(O)C#Cc1ccc(C(=O)N2CCN(C(=O)c3ccco3)CC2)cc1,1,1,3,0,9,2,14,-2,1
CCN(CC)S(=O)(=O)c1ccc(N2CCCC2)c(NS(=O)(=O)c2ccc(OC)cc2)c1,4,0,-1,-12,2,-15,9,1,-1
Cc1ccc(OCC(=O)N2CCN(C(=O)c3ccco3)CC2)cc1,-2,1,2,-13,-2,-3,2,0,-27
COC(=O)c1ccccc1NC(=O)C(CCS(C)(=O)=O)NC(C)=O (stereo not drawn),-9,-3,1,-6,-5,15,14,1,0
COCc1cc(=O)[nH]c(/N=C(\N)Nc2c(F)cccc2F)n1,0,-1,-6,-4,-2,0,-4,2,21
Nc1cc(=O)[nH]c(=O)n1-c1cccc(F)c1,0,0,-6,-4,-6,1,6,-1,14
Cc1nn(-c2ccccc2)c(Cl)c1/C=N/NC(=O)CNc1n[nH]c(=O)[nH]c1=O,-4,0,1,-13,0,-3,-2,0,18
C/C(N)=C(/C#N)C(=O)CSc1nc2cc(Cl)ccc2s1,-6,1,-2,41*,-12,-23,3,0,0
O=C(COC(=O)c1ccc(S(=O)(=O)NCc2ccco2)cc1)c1ccccc1,-2,1,6,0,7,-27,10,0,2
N/C(=N\OC(=O)c1cccc(Br)c1)c1ccncc1,2,-2,-2,0,2,/,7,3,8
COc1cc(C2c3c(oc4cc(C)c(C)cc4c3=O)C(=O)N2c2cc(C)ccn2)ccc1O (stereo not drawn),-13,-6,5,-2,0,-4,13,6,2
COc1ccc(CN(CCCN2CCOCC2)C(=O)Nc2ccccc2)cc1OC,0,1,-11[fluorescence artefact?],3,1,6,9,0,1
CCc1ccc(NC(=O)C(=O)NNC(=O)COc2cccc(OC)c2)cc1,12,-4,-7,-1,-1,-14,6,1,-16
COc1ccc(C(=O)c2oc3ccc(OC)cc3c2N)cc1,14,0,11[fluorescence artefact?],-4,11,1,17,8,0
